Screens deposited in PubChem BioAssay by several laboratories.
CHOP inh: blocks CHOP induction under ER stress. 220,000 compounds, 3.8% hits. CHO-K1 CHOP-promoter luciferase, tunicamycin-induced, 15-18 h. inhibition, % at 10 µM;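 active means compounds that reduced the stress-induced luciferase reporter signal by more than about 70% of percent inhibition, limit read from the data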;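 further: 0% = tunicamycin plus vehicle and 100% = wells without tunicamycin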
zfTRPN1 agonist: activates the zebrafish TRPN1 channel; activation, % at 3 µM; HEK293 zebrafish TRPN1-YFP, Fluo-8 calcium fluorescence; 100% = response to 87 µM carbachol; AID 1424; 220,000 compounds, 0.18% hits;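 active means activation above its plate's cutoff, the mean activation of test wells on that plate plus 3 SD, cut at about 19% in these data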;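 further: 0% = DMSO alone and 100% = 87 µM carbachol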
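Material: zebrafish TRPN1-YFP in HEK293 cells; Doses: single test compound dose, 3 µM nominal, 0.3% DMSO; Timing: dye loading 1 h at 37 °C, then 30 min room temperature; Technique: intracellular calcium fluorescence with Fluo-8; Benchmarks: high carbachol 87 µM, low DMSO alone.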
14-3-3 Bad PPI: disrupts binding of bovine 14-3-3 zeta to phospho-Bad peptide. P63103. TR-FRET 14-3-3zeta/Dy647-pBad peptide displacement, 1 h. inhibition, % at 21.7 µM. 220,000 compounds, 0.71% hits;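 active means inhibition above about 70%, limit read from the data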;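 further: 0% = full 14-3-3 plus peptide FRET controls and 100% = background without 14-3-3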
NPY Y1 blocker: blocks the human neuropeptide Y Y1 receptor | HEK293-CNG Y1 cells, membrane potential fluorescence; NPY at EC95, then isoproterenol | inhibition, % at 3.6 µM | 200,000 compounds, 1% hits | AID 1040;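 active means inhibition above the campaign mean inhibition of all tested compounds plus 3 SD, cut at about 20% in these data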;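 further: 0% = DMSO wells given NPY plus isoproterenol and 100% = isoproterenol alone without NPY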
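Benchmarks – high control isoproterenol alone, low control NPY with isoproterenol · Material – HEK293 Y1/CNG channel cell line · Times – dye 3 h, compound 60 min room temperature, stimulation 45 min · Probe or stimulus – NPY (25 nM), isoproterenol (1 µM), Ro 20-1724 (25 µM) · Evaluation – % inhibition of NPY effect · Signal – fluorescence, membrane potential probe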
TRPML3 ag: activates the human TRPML3 channel; 220,000 compounds, 0.29% hits; activation, % at 3 µM; AID 1448; HEK293 TRPML3-YFP, Fluo-8 calcium fluorescence; 100% = the carbachol control signal;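 active means activation above its plate's cutoff, the mean activation of the plate's test wells plus 3 SD, cut at about 12% in these data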;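 further: 0% = DMSO only wells and 100% = carbachol wells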
Target sequence (Q8TDD5 whole entry, looked up): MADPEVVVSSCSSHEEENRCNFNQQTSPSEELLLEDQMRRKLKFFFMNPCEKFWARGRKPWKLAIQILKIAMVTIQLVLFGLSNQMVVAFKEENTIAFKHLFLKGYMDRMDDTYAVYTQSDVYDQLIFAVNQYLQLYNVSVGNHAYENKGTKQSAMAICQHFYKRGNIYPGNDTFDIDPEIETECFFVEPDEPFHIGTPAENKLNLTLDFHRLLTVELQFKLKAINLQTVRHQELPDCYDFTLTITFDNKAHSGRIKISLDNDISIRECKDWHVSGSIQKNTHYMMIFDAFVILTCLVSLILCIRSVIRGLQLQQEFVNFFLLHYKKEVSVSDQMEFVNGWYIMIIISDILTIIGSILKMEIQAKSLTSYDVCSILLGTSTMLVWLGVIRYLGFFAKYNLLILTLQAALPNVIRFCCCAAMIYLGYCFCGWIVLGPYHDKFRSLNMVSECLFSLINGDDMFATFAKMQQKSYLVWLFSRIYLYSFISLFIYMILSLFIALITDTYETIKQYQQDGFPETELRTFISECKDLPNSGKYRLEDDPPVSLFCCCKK
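system = HEK293 cells stably carrying human TRPML3-YFP | doses = one concentration, 3 µM nominal, 0.3% DMSO | timing = dye loading 1 h 37 °C then 30 min ambient, 125 s read | detection = Fluo-8 calcium dye fluorescence, ex 470-495, em 515-575 nm | benchmarks = high control carbachol 87 µM, low control DMSO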
EP2 antag: blocks the human prostaglandin E2 receptor EP2; 260,000 compounds, 0.52% hits; P43116; inhibition, % at 25 µM; C6 glioma cells expressing human EP2, cAMP TR-FRET; cells stimulated with saturating PGE2;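 active means percent inhibition above 40 after rounding to a whole number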;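 further: rat C6 glioma host cells with rolipram phosphodiesterase inhibitor present; the protocol text gives 20 µM as final concentration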
Target sequence (P43116 whole entry, looked up): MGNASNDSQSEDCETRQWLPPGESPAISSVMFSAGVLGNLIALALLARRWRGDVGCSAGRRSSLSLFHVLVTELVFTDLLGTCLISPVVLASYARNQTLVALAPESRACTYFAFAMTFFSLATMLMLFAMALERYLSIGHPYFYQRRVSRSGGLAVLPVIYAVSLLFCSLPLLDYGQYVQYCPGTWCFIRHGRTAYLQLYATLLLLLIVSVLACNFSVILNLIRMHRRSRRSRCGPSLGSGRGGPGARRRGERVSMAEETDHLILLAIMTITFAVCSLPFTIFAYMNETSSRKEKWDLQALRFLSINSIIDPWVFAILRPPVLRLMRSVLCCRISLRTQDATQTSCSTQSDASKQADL
PPC-1+TRAIL kill: PPC-1 cancer cell killing with TRAIL present; PPC-1 cells + TRAIL, ATPLite viability luminescence; cell killing (% activity), % at 4 µM; 220,000 compounds, 0.41% hits;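 active means cell killing above 50% in the first pass at 4 µM, then a duplicate retest at 5 µM averaging 50% or more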;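 further: plate controls were cells with TRAIL plus DMSO for no effect and medium-only wells lacking cells for full effect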
NPY1 pot ag: potentiators or agonists of human neuropeptide Y receptor Y1. P25929. NPY-Y1 expressing cells, potentiator/agonist activation. activation, % at 3.6 µM. 220,000 compounds, 0.37% hits. AID 1304; in the data active means activation above about 33%, passing the limit was not always enough;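 further: cells stimulated with NPY at EC10 then isoproterenol at EC100; 0% = low agonist plus stimulus and 100% = saturating agonist plus stimulus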
EP2 modulator: EP2 receptor (human) modulation; P43116; EP2-expressing cells, cAMP HTRF FRET, PGE2 co-stimulation; induction, % at 25 µM; 260,000 compounds, 0.83% hits;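 active means compounds whose cAMP rise, as percent of the full-agonist control response, exceeds 60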;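 further: rat C6 glioma line stably carrying human EP2 under a CMV promoter; the protocol text gives 20 µM as final concentration; 100% = response of wells given 1 µM PGE2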
* = called active by the depositor; . = not tested or not shown; & = joins results of further samples; [ ] = dose if it differs, or a comment.

structure	CHOP inh	zfTRPN1 agonist	14-3-3 Bad PPI	NPY Y1 blocker	TRPML3 ag	EP2 antag	PPC-1+TRAIL kill	NPY1 pot ag	EP2 modulator
CCOc1ccc(S(=O)(=O)Nc2cc(Sc3ncn[nH]3)c3oc(=O)sc3c2)cc1	31	-0.6	11	-1	0.4	9	6	-1	-4
O=C(CN(CCN1CCOCC1)C(=O)Cn1nnc(-c2ccc(F)cc2)n1)NC1CCCCC1	44	0.3	3[fluorescence artefact?]	2	0.2	1	31	-1	-4
O=C(NNC(=O)C1CC1)c1cc2cc3ccccc3nc2s1	58	-0.3	-1	-1	0.4	2	6	-9	2
C/C(CC(=O)Nc1ccc(Cl)cc1Cl)=N\NC(=O)C(=O)N1CCCC1	10	-1.0	2	2	-0.1	8	3	1	4
Fc1ccc2c(c1)C(c1ccncc1)=NNC(c1ccc(Cl)cc1)=N2	3	-1.1	-5	-3	1.4	4	6	4	-19
CCP(=O)(CC)C(C)(C)CP(=O)(c1ccccc1)c1ccccc1	15	0.0	6[fluorescence artefact?]	-2	0.0	7	.	-13	30
Cc1ccccc1C(=O)c1c[nH]c(C(N)=O)c1	10	1.1	13	-1	0.9	16	19	111*	19
COc1cc(NC(C)=O)c2ncccc2c1[N+](=O)[O-]	30	-0.3	9	0	1.4	8	22	-22	21
O=C(COC(=O)C1COc2ccccc2O1)NC(=O)NC1CCCCC1 (configuration not stated)	26	0.4	3	6	0.3	7	-19	-31	30
COC(=O)CSc1ccc(S(=O)(=O)N2CCOCC2)cc1[N+](=O)[O-]	3	1.6	6	-3	0.9	2	-7	-3	9
CC1CCCCC1NC(=O)CN1C(=O)CSc2cc(S(=O)(=O)N3CCCCCC3)ccc21 (configuration not stated)	40	-1.1	6	31*	33*	8	35	-34	-5
CN(/C(=N/S(=O)(=O)c1cccs1)c1ccccc1)c1ccccc1	-18	0.2	7	0	0.3	8	1	15	16
O=C1OCC(Cn2c3ccccc3c3ccccc32)O1 (configuration not stated)	1	-0.2	-2[fluorescence artefact?]	-2	0.1	10	-21	3	-38
CCOC(=O)N1CCN(Cc2cc(=O)oc3ccc(Cl)cc23)CC1	68	-0.4	-8	-3	-0.5	13	0	-19	25
Cc1cc(C)cc(-n2c(C)cc(C=C(C#N)C#N)c2C)c1	18	-1.7	-10	6	-0.3	7	7	4	15
Cc1onc(-c2ccccc2Cl)c1C(=O)N1CCN(c2nc3ccccc3s2)CC1	2	0.6	0	4	0.1	5	23	12	-50
COc1ccc(CC(=O)Nc2c3c(nn2-c2cccc(C)c2C)CS(=O)C3)cc1 (configuration not stated)	-8	0.2	-5	4	-0.4	8	-11	18	33
COC(=O)CCCNC(=O)c1ccc(OC2CCN(CCc3ccccc3)CC2)cc1	3	0.9	0	8	1.2	2	10	-6	-13
COc1cc(/C=N/NC(=O)CSc2ccccn2)ccc1OC(C)C	0	0.6	-3	.	-0.2	8	9	-5	31
COc1cc2c(=O)n(CCCN3CCOCC3)c(=S)[nH]c2c(OC)c1OC	18	1.2	-15	0	0.9	6	3	-3	5
CN(C1CCCCC1)S(=O)(=O)c1cccc(C(=O)OCC(=O)NC2CCCc3ccccc32)c1 (configuration not stated)	24	4.0	-3[fluorescence artefact?]	4	70*	5	8	2	-43
O=C(Nc1ccc(Cl)cn1)C1C(c2ccccc2)C1(Cl)Cl (configuration not stated)	10	-0.3	-2	-2	0.7	6	6	-2	20
COc1cc2c(cc1OC)C(C(=O)Nc1ccc3c(c1)OCCO3)C(c1cccnc1)N(C)C2=O (configuration not stated)	5	-0.5	-1	5	0.9	.	-10	-8	24
Oc1ccc(Cl)cc1C1=NNC(c2ccc(Cl)cc2)C1 (configuration not stated)	78*	0.1	3	-1	0.4	7	14	-4	6
Cc1cc(C)n(-c2ccc(C(=O)Oc3ccc4c(c3)OCO4)cc2)n1	25	-0.7	1[fluorescence artefact?]	2	-0.6	13	18	-2	35
C=CCNC(=O)C12CC3(C)CC(C)(CC(C)(C3)C1)C2	27	-0.7	-15	6	0.5	10	-8	-13	-19
CCOn1c(=O)c[n+]([O-])c2ccccc21	-4	0.7	1	1	1.1	4	8	0	-11
CCOC(=O)c1cnc(N2CCN(C(=O)OCC)CC2)[nH]c1=O	-19	0.8	-3	0	0.8	4	0	5	18
c1nc(N2CCOCC2)c2sc3nc(N4CCOCC4)c4c(c3c2n1)CCCC4	.	0.1	.	-1	1.2	.	.	-27	.
CCOC(=O)C(C(=O)NCCCN1CCOCC1)C1CCCCC1 (configuration not stated)	1	-0.2	8	-1	-0.3	7	18	-19	22
O=c1[nH][nH]c(C(F)(F)F)c1C=NCc1ccc(Cl)cc1	49	1.4	1	2	0.4	15	-11	-6	2
Cc1nn(-c2ccccc2)c(Oc2ccc(F)cc2)c1/C=N/n1cnnc1	-6	0.1	-6	20*	-0.9	11	4	0	15
O=C(NCCOc1ccc(Cl)cc1)C1CCCCC1	7	-1.1	-5	17	-0.1	4	10	-5	-10
CC(Sc1nnnn1C)C(=O)Nc1ccc2c(c1)OCCO2 (configuration not stated)	14	0.6	-4	1	0.0	9	-6	-11	-5
CCNC(=O)c1nc[nH]c1C(=O)NCC	2	0.8	14	-5	1.0	9	10	4	1
Cn1c(N)c(C(=O)c2cc(-c3ccccn3)nc3ccccc23)c(=O)[nH]c1=O	11	0.9	-6	-13	0.0	9	5	8	-5
c1ccn2c(SCc3ccc4c(c3)OCO4)nnc2c1	14	0.3	-8	-3	-0.4	10	-23	0	10
O=C(CCN1CCOCC1)c1ccccc1	-23	-0.6	62[fluorescence artefact?]	8	0.3	14	-2	-19	2
CCC(C)NCCOCCOc1ccc(Br)cc1C (configuration not stated)	23	1.3	-10	11	0.9	7	13	8	-44
Cc1cc(=O)[nH]c(SCc2cc(Cl)ccc2OC(F)F)n1	-2	1.3	34[fluorescence artefact?]	8	-0.1	14	11	-14	-27
COc1ccc(/C=N/N2CCN(C3c4ccccc4-c4ccccc43)CC2)cc1O	92*	-1.1	-12	-1	0.8	5	20	-9	44
COc1ccc(C(=O)Cn2c(Br)nc3c2c(=O)n(C)c(=O)n3C)cc1	19	2.4	-6	-1	0.3	10	-12	2	-8
Cc1cccc[n+]1CC(=O)N1c2ccccc2Sc2ccccc21	-3	-0.8	-14	8	-0.3	11	-8	-1	-6
O=C(O)c1ccc(CNC(=O)c2ccc(Br)o2)cc1	10	2.0	4[fluorescence artefact?]	-5	1.0	5	13	12	0
CCN(CC)S(=O)(=O)c1ccc(N2CCCC2)c(NC(=O)CC(C)(C)C)c1	11	0.0	8	.	-0.1	5	-7	0	1
COCCOc1nc2ccccc2nc1C	2	1.3	8	-3	0.4	16	-7	6	7
O=C(Nc1ccc(NC(=O)c2ccccc2Cl)nc1)c1ccncc1	29	3.5	-7	-1	2.1	14&9	6	9	-43&-18
O=C(CSc1cccc(C(F)(F)F)c1)NC(=O)NCc1ccco1	82*	-0.1	1	2	-0.2	11	4	10	18
C=CCn1c(C)cc(C(=O)CSc2nnc(NC(C)C)s2)c1C	18	-0.4	-4	2	-0.2	10	-9	16	1
COc1ccc2sc(NC(C)=O)nc2c1	-11	0.0	5[fluorescence artefact?]	4	0.7	6	6	3	12
N#Cc1ccc(OCc2nnc3n2CCCCC3)cc1	13	0.4	-2	-3	0.9	11	25	1	-8
CCOc1ccc2nc(Cl)c(CN(C(=O)c3cnccn3)C3CCCC3)cc2c1	-7	-0.8	3	0	-0.4	3	10	17	18
CC(C)(O)C#Cc1ccc(C(=O)N2CCN(c3ccc([N+](=O)[O-])cc3)CC2)cc1	28	2.1	-12	-9	1.4	1	10	15	-12
CCOc1ccccc1C(=O)Nc1ccsc1C(=O)OC	56	-2.0	6	21*	-0.9	11	4	-28	81*
Cc1cc(N2CCN(Cc3ccccc3)CC2)n2nc(C)c(-c3ccccc3)c2n1	66	0.1	-11	2	0.5	0	-4	0	26
Cc1cc(C(=O)NNC(=O)Nc2ccccc2)no1	-21	0.5	2	.	0.8	3	5	-1	18
O=c1[nH]c2ccccc2c2ccccc12	21&-13	-0.8	4	-1	-0.1	5&8	7	23	18&-8
CCOc1ccc(NC(=O)Nc2nnc(CC)s2)cc1	16	0.5	-2	-3	0.3	4	0	5	11
COc1ccccc1CC(=O)Nc1cccc(F)c1	-17	0.9	-11	2	0.5	8	.	-9	-22
Cc1ccc(C2=NC3(CCCCCC3)NC2=S)cc1	-42	-1.3	6	3	-0.1	7	2	-3	-30

The list goes on.
structure	CHOP inh	zfTRPN1 agonist	14-3-3 Bad PPI	NPY Y1 blocker	TRPML3 ag	EP2 antag	PPC-1+TRAIL kill	NPY1 pot ag	EP2 modulator
COc1cc(C(=O)NCCOc2cccc(C)c2)c(Br)c(OC)c1OC	3	-0.2	-4	8	-0.6	15	-8	-20	-51
COC(=O)c1ccc(NC(=O)CSc2nncc3ccc(OC)c(OC)c23)cc1	-10	2.2	1	2	-0.1	15	5	-17	33
O=C(N/N=C/c1ccccn1)c1cc(-c2ccc(Br)cc2)nc2ccccc12	53	-0.3	-5	.	0.5	10	22	-41	46
CC1(NC(=S)Nc2ccccc2)CCS(=O)(=O)C1 (configuration not stated)	13	1.1	-6	.	0.4	2	24	9	12
CCSc1nc2ccccc2n1CC(=O)OC	8	0.0	-7[fluorescence artefact?]	5	0.3	11	4	-17	19
COC(=O)CN1C(=O)C2(C(C#N)=C(N)Oc3n[nH]c(-c4cccs4)c32)c2ccccc21 (configuration not stated)	-3	0.6	7[fluorescence artefact?]	-5	0.6	9	17	14	1
Cc1nnc(Nc2ccc(Cl)cc2)n(N)c1=O	-4	1.1	0	-1	-0.1	5	4	2	5
O=S(=O)(NC1CCCCC1)c1cccc(-c2nnc(-c3ccccc3)o2)c1	46	-0.5	2	16	0.0	1	6	-40	28
c1ccc(OCCCn2nnc(-c3ccc(N4CCOCC4)cc3)n2)cc1	14	1.3	3	5	0.8	12	-7	-8	-13
COc1ccc(Nc2ccc(Cl)cc2)c(C(=O)O)c1	17	-0.7	-5[fluorescence artefact?]	8	-0.5	7	5	-3	15

An excerpt, so the mix of outcomes need not match the whole.
